Vif inh – HIV Vif self-association inhibitors, primary screen, imaging, HEK293T, single point | AID 602346, 2012 | HEK293T cells, Vif self-association by quenched fluorescence, 24 h | 0.35% of 340,000 active | inhibition, % at 7.49 µM; in the data active = inhibition above about 50%, passing the limit was not always enough; also: some results filed as inactive read as strong as hits
HIF-2a inh – HIF-2a reporter inhibitors, primary screen, luminescence, 786-0 RCC cells. 786-0 RCC cells HIF-2a reporter, luciferase luminescence, overnight. inhibition, % at 18.8 µM. 0.72% of 360,000 active. AID 624352, 2012;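 active = inhibition of the luminescence signal of 40% or more relative to plate controls, in a single-dose primary screen at 18.75 µM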
NR2E3 ag-1 – NR2E3 agonists in two-hybrid cells, primary screen, cell-based, luminescence, CHO-S, Gal4-NCOR/VP16-NR2E3; Photoreceptor-specific nuclear receptor (Homo sapiens), Q9Y5X4; luciferase; inhibition of corepressor binding, % at 3.98 µM; 0.35% of 360,000 active; AID 602229, 2012;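 active = inhibition above the mean of all tested compounds plus 3 SD, cut at about 70% in these data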;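 also: 0% = DMSO with NR2E3 transfected cells and 100% = cells lacking NR2E3 construct; higher means lower luciferase signal from less NR2E3 corepressor binding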
Target sequence (Q9Y5X4 whole entry, looked up, the tested form may be a part): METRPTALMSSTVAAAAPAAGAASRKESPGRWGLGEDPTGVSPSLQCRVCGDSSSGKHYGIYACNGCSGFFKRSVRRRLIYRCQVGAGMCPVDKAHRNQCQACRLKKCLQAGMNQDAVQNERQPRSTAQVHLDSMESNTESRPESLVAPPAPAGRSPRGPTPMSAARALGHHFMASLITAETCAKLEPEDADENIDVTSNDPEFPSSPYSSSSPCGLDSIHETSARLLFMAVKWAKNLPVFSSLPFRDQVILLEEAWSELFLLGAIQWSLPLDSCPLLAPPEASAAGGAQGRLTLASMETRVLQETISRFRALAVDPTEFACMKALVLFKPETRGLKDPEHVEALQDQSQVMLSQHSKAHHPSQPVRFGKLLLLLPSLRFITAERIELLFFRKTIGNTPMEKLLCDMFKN
TRPM1 prom inh – inhibitors of MITF-dependent TRPM1 promoter reporter, primary screen, cell-based, SK-MEL-5, single point, luciferase. inhibition, % at 12.5 µM. 0.83% of 330,000 active. SK-MEL-5 TRPM1 promoter luciferase, 24 h;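 active = mean inhibition across replicates of 60% or more, whatever share of single replicates reaches that level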; also: values of inactives mirror those of a sister screen read the other way
Peg3 prom inh – Peg3 promoter-driven luciferase inhibitors, primary screen, cell-based, HeLa, luciferase luminescence | 1.7% of 360,000 active | HeLa PEG-Prom luciferase reporter, overnight | inhibition, % at 20 µM;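 active = inhibition of at least 50% at 20 µM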
CF NFkB block – inhibitors of PAF-induced NF-kB signaling, primary screen, cell-based, GFP fluorescence, uHTS; inhibition, % at 5 µM; KKLEB NF-kB-GFP reporter, GFP fluorescence overnight; 0.86% of 360,000 active; AID 588850, 2011;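 active = at least 50% inhibition at 5 µM, scaled per plate between neutral and stimulator controls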;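 also: PAF is a Pseudomonas aeruginosa culture filtrate used as stimulus; plate controls were PAF-stimulated DMSO wells for no effect and unstimulated DMSO wells for full effect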
CaV13 ICDI inh – Disruptors of the CACNA1D IQ motif to Ca2+-dependent inactivation inhibitor domain association, primary screening, Förster resonance energy transfer in intact living …. 0.098% of 340,000 active. HEK cells, CFP/YFP FRET ICDI-IQ, plate reader, 10 min; percent FRET-ratio fall versus neutral wells. inhibition, % at 12.3 µM;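 active = mean replicate inhibition of at least 30% and at least 1% of replicates passing that level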;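 also: 0% = median of the neutral control wells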
KKLEB cytotox – cytotoxicity in KKLEB CF airway cells, primary screen, cytotoxicity control for CF NF-kB inhibitor project, cell-based, uHTS, fluorescence assay plates. 0.36% of 360,000 active. activity change (cytotoxicity), % at 5 µM. KKLEB CF airway cells viability, ATPlite luminescence, overnight; stronger effect = lower value; cells stimulated with P. aeruginosa culture filtrate;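 active = corrected activity change at or below -50% at 5 µM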
NR2E3 ag-2 – inhibitors of NR2E3-RetCOR corepressor binding, primary screen, NR2E3 agonist project, biochemical, TR-FRET, GST-NR2E3, biotin-RetCOR. AID 2300, 2010. 1536-well. inhibition of corepressor binding, % at 4.78 µM. Photoreceptor-specific nuclear receptor (Homo sapiens), Q9Y5X4. 0.12% of 320,000 active;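 active = percent inhibition above the cutoff of mean plus 3 SD of all tested compounds, set per screening campaign, cut at about 20% in these data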;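 also: 0% = DMSO wells and 100% = biotin wells as full block of FRET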
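Format: 1536-well format; test system: GST-NR2E3 and biotin-RetCOR proteins; read-out basis: percent inhibition of TR-FRET ratio; timing: 5 h incubation at 4 °C; detection: time-resolved FRET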
Shn3 3UTR inh – reduction of Shn3 3'UTR firefly luciferase signal, primary screen, Schnurri-3 inhibitor project, cell-based, Clone20 osteoblasts, set 2; Clone20 osteoblast Shn3 3'UTR firefly luciferase, 24 h; inhibition, % at 12.5 µM; 0.52% of 360,000 active;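 active = mean inhibition of at least 75% with every replicate also reaching 75%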;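 also: 0% = median of neutral control wells and 100% = pilot-screen positive control compound; some compounds past the cut are filed as inactive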
PDI inh – inhibitors of human PDI, primary screen, biochemical, turbidity, single point, plate reader | Protein disulfide-isomerase (Homo sapiens), P07237 | PDI insulin aggregation turbidity, A650, 90 min | inhibition, % at 10 µM | 0.052% of 350,000 active | AID 588391, 2011;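 active = mean inhibition across replicates of 30% or more, whatever share of single replicates reach that level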;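 also: absorbance from insulin aggregation driven by PDI reduction with DTT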
Target sequence (P07237 whole entry, looked up): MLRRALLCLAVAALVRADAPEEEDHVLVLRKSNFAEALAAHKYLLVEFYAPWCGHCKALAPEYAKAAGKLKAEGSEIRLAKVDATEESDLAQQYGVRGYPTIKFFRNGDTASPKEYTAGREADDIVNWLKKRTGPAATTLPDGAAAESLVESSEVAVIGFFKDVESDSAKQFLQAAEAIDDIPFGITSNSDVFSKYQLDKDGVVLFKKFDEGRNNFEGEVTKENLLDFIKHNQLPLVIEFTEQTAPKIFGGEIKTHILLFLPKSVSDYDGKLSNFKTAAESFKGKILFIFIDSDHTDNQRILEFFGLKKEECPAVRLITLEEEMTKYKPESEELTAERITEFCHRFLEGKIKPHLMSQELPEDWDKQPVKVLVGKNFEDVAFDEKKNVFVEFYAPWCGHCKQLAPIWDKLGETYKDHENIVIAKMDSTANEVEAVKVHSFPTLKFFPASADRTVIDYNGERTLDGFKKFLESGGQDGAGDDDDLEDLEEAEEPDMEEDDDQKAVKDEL
The depositor's hits bear a star; · = not tested or not shown.

Sequence of screens – Vif inh	HIF-2a inh	NR2E3 ag-1	TRPM1 prom inh	Peg3 prom inh	CF NFkB block	CaV13 ICDI inh	KKLEB cytotox	NR2E3 ag-2	Shn3 3UTR inh	PDI inh
[1] CCCC(=O)NC(=S)Nc1c(C)cc(Br)cc1C
    7	-120	-87	-41	-95	-1	·	4	3	-7	-1
[2] C/C(=N/NC(=O)c1cccc(N2CCCC2=O)c1)c1ccncc1
    2	-166	-11	-57	-163	14	-4	-6	0	-24	13
[3] CC(=O)Nc1cccc(NC(=O)CSc2nnc(Cc3cccn3C)n2-c2ccc(F)cc2)c1
    -9	11	2	5	6	8	-7	4	0	-10	5
[4] CC1(C)C(C=C(Cl)Cl)C1C(=O)N1CCN(Cc2ccccc2)CC1 (stereo not drawn)
    -9	15	5	1	15	-13	-7	15	3	-23	2
[5] CC(C)C(=O)Nc1c(C(=O)c2ccc(F)cc2)oc2ccccc12
    ·	-25	0	·	-4	-12	-3	8	0	19	·
[6] CC(=O)Nc1ccc(C(=O)CSc2nnnn2C2CCCC2)cc1
    5	-33	-4	-12	-54	-5	-7	5	3	-7	-2
[7] O=C(NC1CCN(C(=O)Nc2ccc(F)cc2)CC1)c1cccc(F)c1
    10	-9	-13	11	17	7	-4	3	-1	17	4
[8] O=C(O)[C@H](Cc1ccccc1)NC(=O)N1CCN(c2ccccc2)CC1
    1	5	8	4	3	5	-4	9	1	5	-1
[9] CC(C)Cn1c(SC(C)C(=O)NC2CC2)nnc1-c1ccccc1F (stereo not drawn)
    3	10	4	-2	7	-3	-3	-10	1	-3	-4
[10] Cc1ccc(C2CC(c3ccc(F)cc3)Nc3nc(N)nn32)cc1 (stereo not drawn)
    7	4	-15	-11	-1	12	-2	3	4	-5	·

Compound profiles, as listed above. Screens in order: Vif inh	HIF-2a inh	NR2E3 ag-1	TRPM1 prom inh	Peg3 prom inh	CF NFkB block	CaV13 ICDI inh	KKLEB cytotox	NR2E3 ag-2	Shn3 3UTR inh	PDI inh
CC(C)C(=O)Nc1c(C(=O)c2ccc(F)cc2)oc2ccccc12 is listed as ·	-25	0	·	-4	-12	-3	8	0	19	·
C/C(=N/NC(=O)c1cccc(N2CCCC2=O)c1)c1ccncc1 is listed as 2	-166	-11	-57	-163	14	-4	-6	0	-24	13

Further compounds.
Sequence of screens – Vif inh	HIF-2a inh	NR2E3 ag-1	TRPM1 prom inh	Peg3 prom inh	CF NFkB block	CaV13 ICDI inh	KKLEB cytotox	NR2E3 ag-2	Shn3 3UTR inh	PDI inh
[11] COc1ccc(Cl)cc1NC(=O)CCN1C(=O)C2C3CCC(C3)C2C1=O (stereo not drawn)
    -8	8	-16	2	4	-2	-5	7	3	1	2
[12] Cc1onc(-c2ccccc2)c1C(=O)Nc1ccc(-c2nnc3n2CCCCC3)cc1
    9	23	-9	3	14	13	-3	-20	1	-18	-7
[13] CCOc1ccc(CCNC(=O)CN2C(=O)NC3(CCCc4ccccc43)C2=O)cc1OCC (stereo not drawn)
    6	4	-20	-1	15	-15	-6	26	-4	-8	-1
[14] CSc1n[nH]c(NCc2ccc(C)cc2)n1
    -1	-133	-58	-15	-147	4	-6	-4	0	-26	11
[15] CCC1(C)NC(=O)N(/N=C/c2cc(OC)c(O)c(OC)c2)C1=O (stereo not drawn)
    3	7	-20	-12	2	10	-1	8	0	6	0
[16] COc1ccc(C)cc1NC(=O)C(Sc1nnc(Nc2ccccc2F)s1)c1ccccc1 (stereo not drawn)
    -5	-17	2	5	19	-13	-5	0	-1	26	-3
[17] Cc1cc(C)cc(NC(=S)NCCc2ccc(S(N)(=O)=O)cc2)c1
    -1	23	5	-1	4	-3	-6	5	-2	15	-8
[18] O=C(NC(c1ccccc1)c1ccccc1)c1ccc(Br)o1
    -27	15	13	-10	17	8	-2	17	-1	0	-3
[19] C=CCn1c(SCCC(=O)O)nc2c1c(=O)n(C)c(=O)n2C
    -3	-3	8	-7	23	-6	-7	11	3	-11	-1
[20] CCOC(=O)c1c(-c2cccs2)csc1NC(=O)CN1CCOCC1
    -12	21	2	4	30	13	-6	12	2	43	-3
[21] Nc1ncnc2c1C1(CCCCC1)Cc1ccccc1-2
    3	-26	-14	12	-10	27	-4	12	-2	-5	-2
[22] CCOC(=O)c1ccc(S(=O)(=O)N2CCN(CC(O)COc3cccc(C(C)=O)c3)CC2)cc1 (stereo not drawn)
    -6	7	13	-32	5	-17	-18	5	·	-5	-4
[23] COc1ccc(S(=O)(=O)N2CCOC2CNC(=O)C(=O)NCC(C)C)cc1OC (stereo not drawn)
    ·	6	-16	-1	6	23	-3	-11	2	-9	1
[24] CCN(CC)S(=O)(=O)c1ccc(C(=O)Nc2cc(S(=O)(=O)N3CCOCC3)ccc2O)cc1
    -4	-11	-19	4	8	7	-2	8	·	-1	-1
[25] O=C(Nn1c(-c2ccncc2)nc2ccccc2c1=O)c1ccccc1Br
    -1	12	7	11	11	-9	-5	12	3	-8	0
[26] CC(NC1CCN(Cc2ccccc2)CC1)c1ccc(F)cc1 (stereo not drawn)
    -4	25	-19	-12	-19	8	-2	-6	2	2	-3
[27] O=C(CSc1nc2c(cnn2-c2ccccc2)c(=O)[nH]1)NCC1CCCO1 (stereo not drawn)
    2	3	-5	-2	4	4	-5	-4	·	-5	-6
[28] Cn1c(Cn2c(=O)sc3ccccc32)nnc1SCC(=O)N1CCOCC1
    13	8	-41	-5	-9	2	-5	-1	6	3	·
[29] CN1C(=O)N2CN(C3CCCCC3)CN3C(=O)N(C)C1C23 (stereo not drawn)
    ·	6	-7	11	4	12	-7	-5	2	7	1
[30] COC(=O)c1cccc(NC(=O)CCN2C(=O)NC(C)(C)C2=O)c1
    3	8	14	·	1	10	-6	2	·	-22	-2
[31] O=C1c2cc(O)c(O)cc2OC(c2ccc(O)c(O)c2)C1O (stereo not drawn)
    3	9	-25	-5	-2	17	-6	2	·	-11	21
[32] C[C@H](CO)N1C[C@H](C)[C@@H](CN(C)Cc2ccc3c(c2)OCO3)OCc2cnnn2CCCC1=O
    2	2	-18	·	-1	4	-3	-33	·	-7	-3
[33] Cc1ccccc1S(=O)(=O)/N=C(/c1ccccc1)N(C)C
    8	5	-38	2	17	-4	-5	12	0	4	-9
[34] O=C(CCNC(=O)c1ccccc1)NCCc1ccc(Cl)cc1
    0	12	8	19	-9	-4	-4	-2	-1	-8	-6
[35] CCc1cc(-c2n[nH]c(=S)n2-c2ccccc2C)cs1
    10	-39	-18	2	5	12	·	-4	5	2	2
[36] CC(=O)N1CCc2c(sc(NC(=O)CN3C(=O)c4ccccc4C3=O)c2C(N)=O)C1
    -2	11	8	17	8	4	-6	-9	0	14	-5
[37] CCCc1cc(=O)n2[nH]c(NC(=O)c3ccco3)nc2n1
    14	7	-22	4	6	26	-3	-4	3	-8	6
[38] COc1ccc(Cc2nnc(NC(=O)C(C)(C)C)s2)cc1
    16	15	-28	2	5	1	-4	0	2	5	4
[39] O=C(CCc1ccccc1)Nc1nccs1
    4	-81	-2	-30	-63	-7	-1	4	-2	-35	1
[40] CC(=O)Nc1sc2c(c1C(c1ccccc1Cl)N1CCN(CCO)CC1)CCCC2 (stereo not drawn)
    8	15	0	1	-10	-2	-11	-1	2	-21	·
[41] O=C(Nc1cccnc1)c1ccc2snnc2c1
    -2	4	-25	4	9	-3	·	2	0	-8	-2
[42] Cc1cccc(C(=O)N[C@H](C(=O)Nc2ccc3c(c2)OCO3)C(C)C)c1
    -2	1	-4	-2	5	-6	-7	10	·	-2	-6
[43] O=C(CCN1CCC(c2ccc(Cl)s2)=N1)c1ccc(Cl)s1
    -1	0	-28	·	-3	-10	-5	3	4	·	4
[44] COc1ccc(NC(=S)N2CCN(C/C=C/c3ccccc3)CC2)c(OC)c1
    -6	7	37	18	4	-19	-5	15	4	13	-2

Retrieved one by one from above, five records:
Sequence of screens – Vif inh	HIF-2a inh	NR2E3 ag-1	TRPM1 prom inh	Peg3 prom inh	CF NFkB block	CaV13 ICDI inh	KKLEB cytotox	NR2E3 ag-2	Shn3 3UTR inh	PDI inh
[43] O=C(CCN1CCC(c2ccc(Cl)s2)=N1)c1ccc(Cl)s1
    -1	0	-28	·	-3	-10	-5	3	4	·	4
[28] Cn1c(Cn2c(=O)sc3ccccc32)nnc1SCC(=O)N1CCOCC1
    13	8	-41	-5	-9	2	-5	-1	6	3	·
[18] O=C(NC(c1ccccc1)c1ccccc1)c1ccc(Br)o1
    -27	15	13	-10	17	8	-2	17	-1	0	-3
[33] Cc1ccccc1S(=O)(=O)/N=C(/c1ccccc1)N(C)C
    8	5	-38	2	17	-4	-5	12	0	4	-9
[9] CC(C)Cn1c(SC(C)C(=O)NC2CC2)nnc1-c1ccccc1F (stereo not drawn)
    3	10	4	-2	7	-3	-3	-10	1	-3	-4

Compound activity (PubChem)
